Bioassay records: PubChem, several laboratories
TRPC4 PAM: TRPC4 (mouse) allosteric potentiation; Q9QUQ5; HEK293 TRPC4beta/mu-opioid, DAMGO EC20, Fluo-4 Ca2+ flux; hits give high values; B-score at 10 µM; hit rate 0.42% among 310,000; AID 2227;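 active = B-score of calcium response area above 5 SD of library B-scores, with initial fluorescence ratio within 5 SD of library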;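 note: B-score of integrated fluorescence ratio over time as area under calcium response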
hERG protect: hERG (human) protection from proarrhythmic block; Q12809; activation (rescue from dofetilide block), less the hit threshold, % at 10 µM; hit rate 0.51% among 310,000; CHO-hERG, FluxOR thallium flux, dofetilide IC70 present;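 active = activation above the mean of controls blocked by dofetilide plus 5 SD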;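 note: thallium influx through hERG after potassium depolarization seen as dye fluorescence rise; in these data hits start at about 4.7%; inactives centre near -7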
DYRK1A inh: inhibitors of rat Dyrk1A kinase | Q63470 | ADP-Glo luminescence, NFATc1 peptide | inhibition, % at 12.5 µM | hit rate 0.43% among 310,000 | AID 504441; in the data active = inhibition above about 50%;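 note: plate controls were vehicle with enzyme for no effect and no enzyme for full effect; many of its hits are not listed in these tables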
TRPC4 block: blocks the mouse TRPC4 cation channel; Q9QUQ5; HEK293 TRPC4beta/mu-opioid, DAMGO-evoked Fluo4 calcium flux; hits give low values; B-score at 10 µM; hit rate 0.39% among 300,000;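 active = B-score over 3 SD under the library average, no early fluorescence shift, positive overall ratio signal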
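System: stable TRPC4beta/mu-opioid receptor HEK293 cells; Dosing: single-point compound dosing; Measured by: Fluo4 Ca2+ flux fluorescence; Read-out basis: per-well B score of integrated baseline-normalized Fluo4 ratio.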
TRPC4 act: opens the mouse TRPC4 cation channel | B-score at 10 µM | HEK293 TRPC4beta/mu-opioid, Fluo4 calcium fluorescence; hits give high values | Q9QUQ5 | hit rate 0.49% among 310,000;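 active = B-score above 5 SD of library B-scores, and initial fluorescence ratio not above library mean plus 5 SD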;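 note: positive B-score marks a calcium rise read as TRPC4 activation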
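Incubation: 45 min room-temperature Fluo4 loading, 110 s read / System: HEK293 cells stably co-expressing mouse TRPC4beta and mu-opioid receptor / Signal: Fluo4 fluorescence, kinetic / Control set: buffer (low) and maximal DAMGO (high) / Measure: integrated baseline-normalised fluorescence ratio, converted to per-well B score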
PolyA inh: inhibitors of polyadenylation in S. cerevisiae; S. cerevisiae SKY197-pL101 polyadenylation reporter, beta-gal luminescence; efflux-impaired pdr1/pdr3 knockout yeast; score 100 = 6 SD above DMSO; hit rate 0.02% among 300,000; calls only at 12 µM;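 active = lowest replicate activity score at least 50, where 100 means six control SD above control mean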;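 note: yeast exposed to compound for 9 h at 30 °C; higher score means more reporter readthrough which indicates perturbed polyadenylation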
KCNQ1 inh: blocks the human KCNQ1 potassium channel; AID 2642; P51787; hit rate 1.3% among 310,000; CHO-K1 KCNQ1, FluxOR thallium flux fluorescence; hits give high values; B-score at 10 µM;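 active = compounds whose thallium flux B-score, printed positive for inhibition, exceeds three library SD while starting fluorescence stays within three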;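 note: channel opened by potassium depolarization with thallium stimulus after 20 min compound exposure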
Target sequence (P51787 whole entry, looked up): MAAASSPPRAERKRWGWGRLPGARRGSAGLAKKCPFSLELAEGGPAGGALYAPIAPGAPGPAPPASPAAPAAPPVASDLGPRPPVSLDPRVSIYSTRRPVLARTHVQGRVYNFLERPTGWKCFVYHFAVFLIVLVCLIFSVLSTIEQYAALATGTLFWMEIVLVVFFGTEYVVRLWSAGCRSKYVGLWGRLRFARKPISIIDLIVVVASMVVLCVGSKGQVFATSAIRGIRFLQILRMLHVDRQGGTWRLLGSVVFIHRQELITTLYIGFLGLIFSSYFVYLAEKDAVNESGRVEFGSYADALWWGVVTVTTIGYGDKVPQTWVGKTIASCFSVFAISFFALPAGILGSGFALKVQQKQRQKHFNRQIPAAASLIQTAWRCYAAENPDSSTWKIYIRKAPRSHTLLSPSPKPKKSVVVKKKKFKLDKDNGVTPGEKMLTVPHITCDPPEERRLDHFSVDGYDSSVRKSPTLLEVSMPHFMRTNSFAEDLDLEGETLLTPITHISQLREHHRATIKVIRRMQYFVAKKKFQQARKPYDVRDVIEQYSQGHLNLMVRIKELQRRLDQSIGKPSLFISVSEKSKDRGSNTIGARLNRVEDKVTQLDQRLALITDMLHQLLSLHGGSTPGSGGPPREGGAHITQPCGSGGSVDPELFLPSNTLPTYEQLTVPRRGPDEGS
KCNK9 block: inhibitors of human KCNK9 two-pore domain potassium channel | Q9NPC2 | HEK293 KCNK9, FluxOR thallium flux fluorescence; hits give low values | B-score at 10 µM | hit rate 1.2% among 310,000 | AID 488922;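 active = ratio B-score over 3 SD below the library mean, with starting fluorescence within 5 SD of its mean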;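 note: negative B-score means less thallium flux so channel inhibition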
KCNQ1 act: human KCNQ1 channel potentiation or activation | P51787 | CHO-K1 KCNQ1, thallium flux FluxOR fluorescence; hits give high values | B-score at 10 µM | hit rate 0.35% among 310,000 | AID 2648;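 active = fluorescence ratio B-score, a plate-corrected score, at least three library SD, with initial intensity B-score within 5 SD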
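Schedule – 37 °C overnight plating, 90-min dark dye load, 20-min compound pretreatment · System – stable KCNQ1 CHO-K1 line · Probe or stimulus – thallium- and potassium-containing depolarizing buffer · Measured by – kinetic FluxOR fluorescence, 10 s baseline plus 110 s post-stimulus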
Platelet DG rel: platelet dense granule release activity. human platelet-rich plasma, SFLLRN dense granule ATP release, luminescence. inhibition, %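 (compounds screened at 7.5 µM in platelet-rich plasma)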. hit rate 0.22% among 300,000. AID 1663;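 active = mean replicate score, as percent of positive control, at or above 50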
KCNK3 block: human KCNK3 channel inhibition, primary screen; CHO-KCNK3 thallium flux, FluxOR fluorescence; hits give low values; hit rate 0.84% among 340,000; B-score at 10 µM; O14649; AID 602410;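 active = B-score under library mean minus 4 SD, starting fluorescence ratio at most library mean plus 5 SD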;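 note: more negative B-score means stronger inhibition of thallium flux through KCNK3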
Target sequence (O14649 whole entry, looked up): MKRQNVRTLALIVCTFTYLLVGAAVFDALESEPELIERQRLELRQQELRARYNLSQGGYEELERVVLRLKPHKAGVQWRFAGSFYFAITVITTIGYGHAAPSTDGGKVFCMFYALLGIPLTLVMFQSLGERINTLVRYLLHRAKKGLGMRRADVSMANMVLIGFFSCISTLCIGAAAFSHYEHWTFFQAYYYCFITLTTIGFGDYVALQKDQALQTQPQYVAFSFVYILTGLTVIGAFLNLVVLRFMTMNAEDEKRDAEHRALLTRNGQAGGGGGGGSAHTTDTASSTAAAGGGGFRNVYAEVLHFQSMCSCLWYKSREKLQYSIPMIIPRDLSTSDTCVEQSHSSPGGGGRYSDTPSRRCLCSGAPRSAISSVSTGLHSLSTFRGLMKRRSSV
* = called active by the depositor; i = inactive; / = not tested or not shown.

structure,TRPC4 PAM,KCNK9 block,hERG protect,DYRK1A inh,TRPC4 act,PolyA inh,KCNQ1 act,TRPC4 block,KCNK3 block,KCNQ1 inh,Platelet DG rel
Cc1cc(=O)oc2cc(OCC(=O)NCCc3ccccc3)ccc12,i,i,-7.2,-2.3,i,i,i,i,i,i,-10.8
Cc1cccc(CCNC(=O)Cn2ncc3c([nH]c4ccccc43)c2=O)c1,i,i,-5.2,-2.0,i,i,i,i,i,i,-15.4
CCN1CCC(NC(=O)c2cc(OC)c(OC)cc2OC)CC1,i,i,-11.5,-9.2,i,i,i,i,i,i,-11.5
ClCc1nc2ccccc2c2ccccc12,i,i,-10.2,0.8,i,i,i,i,i,i,4.4
COC(Cc1nnc(SC)n1-c1ccc(Cl)cc1)OC,i,i,-9.8,0.1,i,i,i,i,i,i,2.1
CSCCC(NS(=O)(=O)c1ccccc1F)C(=O)NCc1cccnc1 (stereo unspecified),i,i,-5.0,-1.2,i,i,i,i,i,i,-3.9
COCCNC(=O)C(OC(=O)c1cccs1)c1ccccc1 (stereo unspecified),i,i,-5.2,-6.7,i,i,i,i,i,i,0.6
CCn1c(SCC(=O)N2CCN(c3ccc(F)cc3)CC2)nc2ccccc2c1=O,i,i,-5.9,16.4,i,i,i,i,i,i,-12.2
C1CCCN(CCCCN2CCCCCC2)CC1,i,i,-10.2,-6.4,i,i,i,i,i,i,-1.7
COCCn1c(SCC(=O)Nc2ccc(Cl)cn2)nnc1-c1ccncc1,i,i,-5.4,11.4,i,/,i,i,i,i,/

Continued:
structure,TRPC4 PAM,KCNK9 block,hERG protect,DYRK1A inh,TRPC4 act,PolyA inh,KCNQ1 act,TRPC4 block,KCNK3 block,KCNQ1 inh,Platelet DG rel
Cc1ccc(C2CC(=O)N3CN(c4ccc(Br)cc4)CSC3=C2C#N)o1 (stereo unspecified),i,i,-12.2,6.5,i,i,i,i,i,i,3.0
Cc1ccc(S(=O)(=O)C2CCOC2=O)cc1 (stereo unspecified),i,i,-8.5,-2.7,i,i,i,i,i,i,-5.2
CC(/C=C/c1ccccc1)=N\Nc1ccccc1[N+](=O)[O-],i,i,-8.6,-2.3,i,i,i,i,i,i,1.8
COc1ccc(NC(=O)CN(C)C(=O)c2cc(S(=O)(=O)N(C)C)ccc2N2CCCC2)cc1,i,i,-8.1,12.6,i,i,i,i,i,i,3.5
Cc1ccc(C(=O)N/C(=C/c2ccc(Cl)cc2)C(=O)Nc2cccc(C(=O)O)c2)cc1,i,i,-8.0,1.7,i,i,i,i,i,i,-6.7
CCNC(=O)N(C)c1nncnc1C(=O)NC,i,i,1.8,-5.9,i,i,i,i,i,i,4.3
CC1=NC(=O)C(N=Nc2ccccc2C(=O)O)N1c1ccccc1 (stereo unspecified),i,i,-8.2,-4.6,i,i,i,i,i,i,6.7
CC(C)(C)NC(=O)C(c1ccncc1)N(C(=O)c1csnn1)C1CC1 (stereo unspecified),i,i,-16.1,-6.3,i,i,i,i,i,i,-0.7
N#Cc1c(-c2ccc(Br)cc2)nc2n(c1=O)CCCS2,i,i,-5.7,-4.3,i,i,i,/,i,i,-8.9
CCC(=O)N(CCc1ccccc1C)Cc1cc2cc3c(cc2[nH]c1=O)OCO3,i,i,-10.5,1.2,i,i,i,i,i,i,-1.6

Additional compounds.
structure,TRPC4 PAM,KCNK9 block,hERG protect,DYRK1A inh,TRPC4 act,PolyA inh,KCNQ1 act,TRPC4 block,KCNK3 block,KCNQ1 inh,Platelet DG rel
Cn1c(SCC(=O)Nc2ccc(Cl)cn2)nnc1C1CC1,i,i,-10.1,9.0,i,i,i,i,i,i,-16.2
CCCCCCCCNC(CO)(CO)CO,i,i,-9.0,/,i,i,i,i,i,i,19.5
CCn1c(=O)c(NC(=O)c2ccccc2)c2n(c1=S)CCCCC2,i,i,-6.5,3.0,i,i,i,i,i,i,/
CN(C)CCNC(=O)c1ccc(Sc2ccc(Br)cc2)c([N+](=O)[O-])c1,i,i,-20.0,-3.5,i,i,i,i,i,15*,8.3
COc1ccc(-n2nnnc2CNC(=O)C2CC(=O)N(c3ccc(Cl)cc3)C2)cc1 (stereo unspecified),i,i,-5.4,/,i,i,i,i,i,i,-3.9
O=C(Cc1cccs1)N/N=C/C(Br)=C/c1ccccc1,i,i,-5.4,4.8,i,i,i,i,i,i,1.8
COc1ccc(NC(=O)CSc2ncccc2C(=O)OC(C)C)cc1OC,i,i,-7.3,6.0,i,i,i,i,i,i,-0.3
CN([C@@H](Cc1ccc(OS(=O)(=O)c2cccc3cnccc23)cc1)C(=O)N1CCN(c2ccccc2)CC1)S(=O)(=O)c1cccc2cnccc12,i,i,-7.1,-6.1,i,i,i,i,i,i,-1.6
COc1ccccc1N1CCN(C(=O)c2ccc(Cl)c(S(=O)(=O)NCc3ccco3)c2)CC1,i,i,-2.3,-3.0,i,i,i,i,i,i,-14.0
Cc1ncc(S(=O)(=O)c2ccccc2)c(-c2ccc(Cl)cc2Cl)n1,i,i,-6.9,2.3,i,i,i,i,i,i,-0.2

Continuation.
structure,TRPC4 PAM,KCNK9 block,hERG protect,DYRK1A inh,TRPC4 act,PolyA inh,KCNQ1 act,TRPC4 block,KCNK3 block,KCNQ1 inh,Platelet DG rel
O=C(CN1CCC(n2nnc3cc(C(F)(F)F)ccc32)CC1)Nc1ccc2c(c1)OCCO2,i,i,-11.0,3.9,i,i,i,i,i,i,-2.9
Cc1ccccc1NC(=O)C1CC(Cl)=CCC1C(=O)O (stereo unspecified),i,i,-11.1,1.2,i,i,i,i,i,i,3.4
CC1SCC(NC(=O)c2cccc(Cl)c2)CS1 (stereo unspecified),i,-10*,-8.6,19.6,i,i,i,i,i,i,-2.6
Cc1csc(NC(=O)CSc2nc(=O)[nH]c3c2CCCC3)n1,i,i,-5.5,/,i,i,i,i,i,i,-8.4
O=C(O)CCSc1nc2ccccc2s1,i,i,-2.1,1.3,i,i,i,i,i,i,-5.1
CC(NC(=O)c1nn(C)c(=O)c2ccccc12)c1ccc(F)cc1 (stereo unspecified),i,i,-3.6,2.9,i,i,i,i,i,i,2.8
COc1cccc(C2=N/C(=C\N(C)C)C(=O)O2)c1,i,i,-10.7,18.0,i,i,i,i,i,i,8.5
COCc1nnc(NC(=O)c2cccs2)s1,i,i,-4.1,4.3,i,i,i,i,i,i,-0.1
CC#CCN1c2ccccc2[C@]23C[C@@H](C(=O)OC)N(C(=O)C4CCC4)C2=NC(C(=O)OC)=C(C(=O)OC)[C@H]13,i,i,-10.3,13.4,i,i,i,i,i,i,1.5
COc1ccc(N2CCN(CCCNC(=O)Cn3c(=O)c4cccn4c4ccccc43)CC2)cc1,i,i,-6.9,-0.5,i,i,i,i,i,i,6.4

The list continues.
structure,TRPC4 PAM,KCNK9 block,hERG protect,DYRK1A inh,TRPC4 act,PolyA inh,KCNQ1 act,TRPC4 block,KCNK3 block,KCNQ1 inh,Platelet DG rel
CCOc1ccc(S(=O)(=O)N2CCC(C(=O)NCc3cccnc3)CC2)cc1,i,i,-4.7,/,i,i,i,i,i,i,7.4
Oc1cccc(-c2nc3ccccc3s2)c1,i,i,-12.7,-0.7,i,i,i,i,i,i,12.5
N#CCCN(C1CCCCC1)S(=O)(=O)c1cccc2nsnc12,i,i,-9.3,-1.9,i,i,i,i,i,i,7.7
CCOC(=O)NC1(C(F)(F)F)NC(=O)N(c2cccc(C(F)(F)F)c2)C1=O (stereo unspecified),i,i,-7.6,-2.6,i,i,i,i,i,i,-11.3
O=C(NCCC1=CCCCC1)c1cc(COc2ccc(F)cc2Cl)on1,i,i,-6.7,5.2,i,i,i,i,i,i,-2.0
N#C/C(=C\c1ccc(/C=C(/C#N)c2nn(CCO)c(N)c2C#N)cc1)c1nn(CCO)c(N)c1C#N,i,i,-6.4,-1.3,i,i,i,i,i,i,-51.5
COc1cc(C(=O)OCC(=O)N2CC(C)OC(C)C2)cc(OC)c1OC (stereo unspecified),i,i,-8.8,-5.6,i,i,i,i,i,i,0.9
CC(C(=O)N1CCN(c2ccccc2)CC1)c1ccc([N+](=O)[O-])cc1 (stereo unspecified),i,i,-1.1,/,i,i,i,i,i,i,-3.1
COc1ccc2cnn(-c3ccc(OC(F)(F)Cl)cc3)c(=O)c2c1OC,i,i,-9.6,3.6,i,i,i,i,i,i,-1.2
NS(=O)(=O)c1ccc(Nc2c([N+](=O)[O-])cncc2[N+](=O)[O-])cc1,i,i,-1.9,10.5,i,i,i,i,i,i,-1.0

Laid out differently: results already given
Results follow in this order: TRPC4 PAM	KCNK9 block	hERG protect	DYRK1A inh	TRPC4 act	PolyA inh	KCNQ1 act	TRPC4 block	KCNK3 block	KCNQ1 inh	Platelet DG rel
CC#CCN1c2ccccc2[C@]23C[C@@H](C(=O)OC)N(C(=O)C4CCC4)C2=NC(C(=O)OC)=C(C(=O)OC)[C@H]13
  i	i	-10.3	13.4	i	i	i	i	i	i	1.5
COc1ccc(N2CCN(CCCNC(=O)Cn3c(=O)c4cccn4c4ccccc43)CC2)cc1
  i	i	-6.9	-0.5	i	i	i	i	i	i	6.4
CCOc1ccc(S(=O)(=O)N2CCC(C(=O)NCc3cccnc3)CC2)cc1
  i	i	-4.7	/	i	i	i	i	i	i	7.4
Oc1cccc(-c2nc3ccccc3s2)c1
  i	i	-12.7	-0.7	i	i	i	i	i	i	12.5
N#CCCN(C1CCCCC1)S(=O)(=O)c1cccc2nsnc12
  i	i	-9.3	-1.9	i	i	i	i	i	i	7.7
CCOC(=O)NC1(C(F)(F)F)NC(=O)N(c2cccc(C(F)(F)F)c2)C1=O (stereo unspecified)
  i	i	-7.6	-2.6	i	i	i	i	i	i	-11.3
O=C(NCCC1=CCCCC1)c1cc(COc2ccc(F)cc2Cl)on1
  i	i	-6.7	5.2	i	i	i	i	i	i	-2.0
N#C/C(=C\c1ccc(/C=C(/C#N)c2nn(CCO)c(N)c2C#N)cc1)c1nn(CCO)c(N)c1C#N
  i	i	-6.4	-1.3	i	i	i	i	i	i	-51.5
COc1cc(C(=O)OCC(=O)N2CC(C)OC(C)C2)cc(OC)c1OC (stereo unspecified)
  i	i	-8.8	-5.6	i	i	i	i	i	i	0.9
CC(C(=O)N1CCN(c2ccccc2)CC1)c1ccc([N+](=O)[O-])cc1 (stereo unspecified)
  i	i	-1.1	/	i	i	i	i	i	i	-3.1
COc1ccc2cnn(-c3ccc(OC(F)(F)Cl)cc3)c(=O)c2c1OC
  i	i	-9.6	3.6	i	i	i	i	i	i	-1.2

These rows are one share of the data; rates above refer to the full screens.
